PPC-1+TRAIL kill: kills PPC-1 cancer cells in the presence of TRAIL. PPC-1 cells + TRAIL, ATPLite viability luminescence. cell killing (% activity), % at 4 µM. 0.41% of 220,000 active;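 active = cell killing above 50% in the first pass at 4 µM, then a duplicate retest at 5 µM averaging 50% or more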;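 also: plate controls were cells with TRAIL plus DMSO for no effect and medium-only wells lacking cells for full effect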
EP2 mod: EP2 receptor (human) modulation. P43116. EP2-expressing cells, cAMP HTRF FRET, PGE2 co-stimulation. induction, % at 25 µM. 0.83% of 260,000 active;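 active = compounds whose cAMP rise, as percent of the full-agonist control response, exceeds 60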;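 also: rat C6 glioma line stably carrying human EP2 under a CMV promoter; the protocol text gives 20 µM as final concentration; 100% = response of wells given 1 µM PGE2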
Target sequence (P43116 whole entry, looked up): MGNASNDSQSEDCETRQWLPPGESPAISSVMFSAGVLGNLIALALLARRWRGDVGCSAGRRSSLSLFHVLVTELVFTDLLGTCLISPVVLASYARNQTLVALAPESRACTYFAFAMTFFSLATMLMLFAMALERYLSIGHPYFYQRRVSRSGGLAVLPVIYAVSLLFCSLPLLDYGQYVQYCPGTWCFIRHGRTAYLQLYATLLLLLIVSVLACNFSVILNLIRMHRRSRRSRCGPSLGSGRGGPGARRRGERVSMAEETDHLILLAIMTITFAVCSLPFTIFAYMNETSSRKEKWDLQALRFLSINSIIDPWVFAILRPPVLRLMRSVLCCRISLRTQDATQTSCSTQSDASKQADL
TRPML3 ag: human mucolipin-3 channel agonism. HEK293 TRPML3-YFP, Fluo-8 calcium fluorescence; 100% = the carbachol control signal. activation, % at 3 µM. 0.29% of 220,000 active. AID 1448;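 active = activation above its plate's cutoff, the mean activation of the plate's test wells plus 3 SD, cut at about 12% in these data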;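 also: 0% = DMSO only wells and 100% = carbachol wells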
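Test system: HEK293 cells stably carrying human TRPML3-YFP; Doses: single dose, 3 µM final nominal compound, 0.3% DMSO final; Schedule: dye loading 1 h 37 °C then 30 min ambient, 125 s read; Technique: Fluo-8 calcium fluorescence; Benchmarks: high control carbachol 87 µM, low control DMSO.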
NPY-Y1 antag: blocks the human neuropeptide Y Y1 receptor; inhibition, % at 3.6 µM; HEK293-CNG Y1 cells, membrane potential fluorescence; NPY at EC95, then isoproterenol; P25929; 1% of 200,000 active; AID 1040;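 active = inhibition above the campaign mean inhibition of all tested compounds plus 3 SD, cut at about 20% in these data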;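 also: 0% = DMSO wells given NPY plus isoproterenol and 100% = isoproterenol alone without NPY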
Target sequence (P25929 whole entry, looked up): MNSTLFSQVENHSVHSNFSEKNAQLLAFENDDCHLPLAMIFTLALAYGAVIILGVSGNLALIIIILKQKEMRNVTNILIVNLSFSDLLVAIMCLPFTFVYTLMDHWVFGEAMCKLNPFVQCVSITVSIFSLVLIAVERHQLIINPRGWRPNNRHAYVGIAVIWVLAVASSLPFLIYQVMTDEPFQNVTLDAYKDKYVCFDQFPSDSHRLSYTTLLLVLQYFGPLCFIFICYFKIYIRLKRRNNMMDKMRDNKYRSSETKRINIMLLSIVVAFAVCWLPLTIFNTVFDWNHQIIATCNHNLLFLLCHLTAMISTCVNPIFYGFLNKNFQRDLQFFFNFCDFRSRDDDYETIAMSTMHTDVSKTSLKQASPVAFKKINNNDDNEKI
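System: HEK293 cells with Y1 receptor plus CNG channel / Probe or stimulus: NPY 25 nM then isoproterenol 1 µM plus Ro 20-1724 25 µM / Compound: one concentration, 3.6 µM, in 0.4% DMSO / Schedule: compound incubation 1 h at room temperature, readout 45 min post-stimulation / Measured by: membrane potential fluorescence / Read-out: % inhibition of NPY effect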
TRPN1 ag: zebrafish TRPN1 (NompC) channel agonism. HEK293 zebrafish TRPN1-YFP, Fluo-8 calcium fluorescence; 100% = response to 87 µM carbachol. activation, % at 3 µM. 0.18% of 220,000 active;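 active = activation above its plate's cutoff, the mean activation of test wells on that plate plus 3 SD, cut at about 19% in these data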;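 also: 0% = DMSO alone and 100% = 87 µM carbachol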
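Material: zebrafish TRPN1-YFP in HEK293 cells; Doses: single test compound dose, 3 µM nominal, 0.3% DMSO; Timing: dye loading 1 h at 37 °C, then 30 min room temperature; Technique: intracellular calcium fluorescence with Fluo-8; Benchmarks: high carbachol 87 µM, low DMSO alone.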
PGE2 EP2 inh: inhibitors of human EP2 prostaglandin E2 receptor; inhibition, % at 25 µM; AID 1422; C6 glioma cells expressing human EP2, cAMP TR-FRET; cells stimulated with saturating PGE2; 0.52% of 260,000 active;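 active = percent inhibition above 40 after rounding to a whole number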;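 also: rat C6 glioma host cells with rolipram phosphodiesterase inhibitor present; the protocol text gives 20 µM as final concentration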
14-3-3 Bad inh: disrupts binding of bovine 14-3-3 zeta to phospho-Bad peptide; TR-FRET 14-3-3zeta/Dy647-pBad peptide displacement, 1 h; 0.71% of 220,000 active; inhibition, % at 21.7 µM; P63103;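 active = inhibition above about 70%, limit read from the data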;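 also: 0% = full 14-3-3 plus peptide FRET controls and 100% = background without 14-3-3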
Target sequence (P63103 whole entry, looked up): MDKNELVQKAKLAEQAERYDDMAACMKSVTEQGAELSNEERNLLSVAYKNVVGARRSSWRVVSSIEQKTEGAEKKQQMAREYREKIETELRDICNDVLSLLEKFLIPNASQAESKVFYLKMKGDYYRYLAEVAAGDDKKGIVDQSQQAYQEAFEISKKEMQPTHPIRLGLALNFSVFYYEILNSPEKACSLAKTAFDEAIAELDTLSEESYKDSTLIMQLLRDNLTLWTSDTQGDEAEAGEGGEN
CHOP inhibitor: inhibitors of CHOP induction in ER stress response | 3.8% of 220,000 active | CHO-K1 CHOP-promoter luciferase, tunicamycin-induced, 15-18 h | inhibition, % at 10 µM | AID 2732;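 active = compounds that reduced the stress-induced luciferase reporter signal by more than about 70% of percent inhibition, limit read from the data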;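 also: 0% = tunicamycin plus vehicle and 100% = wells without tunicamycin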
NPY1 pot ag: potentiates or activates human NPY-Y1 receptor | activation, % at 3.6 µM | NPY-Y1 expressing cells, potentiator/agonist activation | 0.37% of 220,000 active; in the data active = activation above about 33%, passing the limit was not always enough;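 also: cells stimulated with NPY at EC10 then isoproterenol at EC100; 0% = low agonist plus stimulus and 100% = saturating agonist plus stimulus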
* marks the source's active call; other numbers are inactive results; . = no result given; & = joins results of further samples; [ ] = dose if it differs, or a comment. This is a subset. The share of hits here may be higher or lower than overall.

SMILES | PPC-1+TRAIL kill | EP2 mod | TRPML3 ag | NPY-Y1 antag | TRPN1 ag | PGE2 EP2 inh | 14-3-3 Bad inh | CHOP inhibitor | NPY1 pot ag
COc1cccc2cccc(/C=N/n3cnnc3)c12 | -3 | -22 | 0.5 | 6 | -1.0 | 12 | 5 | 9 | 2
CCOC(=O)c1cnc(SCc2ccc(C(C)(C)C)cc2)nc1N | -10 | 10 | 0.1 | 2 | -1.4 | -1 | 2 | 13 | -6
COc1ccc2c(c1)CC/C(=C/c1ccco1)C2=O | 18 | -5 | 0.0 | 8 | 0.3 | 20 | 3 | 14 | -7
COCCn1c(-c2ccccc2Cl)nc2c(c(=O)c3ccccc3n2C)c1=O | -20 | 6 | -0.1 | 0 | -0.7 | 7 | 4 | 17 | -3
COc1cc2c3nnc(-c4ccc(F)cc4)c-3cn(Cc3ccccc3F)c2cc1OC | 34 | 33 | -1.0 | 4 | 0.1 | 12 | -47 | 88* | 0
Cc1cccc(Oc2cc(N)cc([N+](=O)[O-])c2)c1 | 11 | 32 | -0.9 | 3 | -2.9 | . | 15 | 52 | 15
Cc1ccc(CNC(=O)C2CC(c3ccccc3F)=NO2)cc1 (centres undefined) | 22 | 3 | . | . | . | 3 | -1 | -18 | .
Cc1ccc(NC(=O)c2cc(S(=O)(=O)Nc3ccc(C)cc3)cs2)cc1 | . | . | 0.1 | -13 | -0.9 | 18 | . | . | 50
CCOC(=O)c1c(NC(=O)CSc2nnc(C)s2)sc2c1CCN(C)C2 | -15 | 12 | 0.8 | -5 | 0.4 | 11 | 39[fluorescence artefact?] | 50 | -2
COc1ccc(CCNC(=O)c2cccnc2)cc1 | -15 | 11 | 0.8 | 3 | 1.4 | 26 | -13 | -3 | 0
CCCCC(=O)Nc1nn(CC(C)C)c2nc3ccccc3cc12 | -10 | -4 | 0.1 | 4 | -0.2 | 8 | 82* | 45 | -21
O=C(Nc1sc2c(c1C(=O)N1CCOCC1)CCCCC2)c1cccnc1 | -9 | -3 | 0.4 | -4 | 0.2 | 3 | 0 | -1 | 13
Cc1cccc(Nc2ccccc2C(=O)NCc2ccco2)c1C | 7 | 33 | 0.5 | 6 | 0.1 | 23 | 5 | 57 | -8
CC1=CC(=O)c2c(O)ccc(O)c2C1=O | -1 | -51 | -0.1 | -3 | -2.3 | 84* | 91* | 106* | 11
CCCS(=O)(=O)c1c(S(=O)(=O)CCC)c2c(N)cccn2c1C(=O)OC | 4 | 17 | 0.5 | 2 | 2.1 | 9 | -9 | 0 | -1
CCN1CCc2nc(N)sc2C1 | 1 | 29 | 0.6 | 1 | 0.2 | 3 | -10 | -13 | 19
COC(=O)c1ccc(N/C=C\C(=O)c2ccc3c(c2)OCO3)cc1 | 30 | 7 | -0.1 | 3 | 0.0 | 7 | 7 | -18 | -14
COc1ccc(NS(=O)(=O)c2ccc3c(c2)NC(=O)CO3)cc1 | 12 | -71 | 1.4 | 4 | 1.3 | 7 | -20 | 16 | 4
COc1ccc2cc(CN(Cc3cccnc3)S(=O)(=O)c3ccccc3)c(=O)[nH]c2c1 | 12 | -27 | 0.1 | -1 | 1.5 | 6 | 1 | 11 | 10
O=C(c1cccs1)N1CCC(C(=O)N2CCN(Cc3ccc4c(c3)OCO4)CC2)CC1 | 8 | 2 | 0.9 | 1 | 0.5 | 6 | 2 | -7 | 9
O=C(Nc1ccccc1)NC1(C(=O)N2CCN(c3ncccn3)CC2)CCCCC1 | 2 | 5&11 | 0.0 | 7 | -0.2 | 12&8 | 3 | 30 | 6
CC1CCC2(CC1)NC(=O)N(CC(=O)Nc1ccc(N3CCOCC3)cc1)C2=O (centres undefined) | 23 | 4 | 0.5 | 2 | 2.2 | 9 | 22[fluorescence artefact?] | -7 | 14
O=C(NCCCCC(NC(=O)c1ccc([N+](=O)[O-])cc1)C(=O)O)c1ccc([N+](=O)[O-])cc1 (centres undefined) | 0 | 22 | 0.8 | 6 | 0.2 | 5 | 9[fluorescence artefact?] | -2 | 6
O=C1CC(C(=O)Nc2cccc3ccccc23)C2(CCCC2)O1 (centres undefined) | 4 | -12&-1 | -0.3 | -5 | 0.1 | 9&1 | 15[fluorescence artefact?] | 10 | 4
O=C(CN1CCN(S(=O)(=O)/C=C/c2ccccc2)CC1)Nc1ccccc1N1CCOCC1 | 15 | 15 | 0.3 | . | -1.7 | 7 | 5 | 12 | -1
COc1cc(NC(=O)CSc2ccc3c(c2)OCCO3)cc(OC)c1OC | 21 | -34 | 0.5 | -2 | 2.4 | 13 | 3[fluorescence artefact?] | 7 | 14
Cc1cc([N+](=O)[O-])ccc1NC(=O)Nc1ccc(F)cc1F | 16 | -9 | 1.3 | -2 | -0.1 | 5 | -8 | 27 | 12
O=C1CCC(=O)N1c1ccc(S(=O)(=O)N2CCCC2)cc1 | 6 | -11 | 1.8 | 4 | 0.1 | 6 | -4 | -10 | 16
Cc1cccc(C2NC(=O)c3c(sc(C)c3C)N2)c1O (centres undefined) | 0 | 15 | 0.1 | -1 | 1.1 | 22 | -20 | -14 | 3
COc1ccc2[nH]c3c(=O)n(CCCCC(=O)NCCC(C)C)c(=S)[nH]c3c2c1 | 18 | -11 | -0.5 | 2 | -0.3 | 8 | -3 | 3 | -24
COc1ccccc1N1CCN(c2nnc(-c3ccc(F)cc3)c3ccccc23)CC1 | -10 | 50 | 1.1 | -1 | 1.2 | 8 | 9 | 14 | -7
COc1cc(/C=C/C(=O)N(C)c2ccccc2C(=O)O)cc(OC)c1OC | -5 | -6 | 0.2 | -8 | -1.1 | 8 | -1 | -6 | 15
COc1cccc(NC(=O)c2oc3ccccc3c2NC(=O)c2ccc3c(c2)OCO3)c1 | 32 | 33 | 1.1 | 6 | -0.9 | 11 | -9 | 41 | 9
Cc1cccc2c1[nH]c1nc(N/N=C\c3ccco3)nnc12 | 0 | -55 | 1.0 | -2 | 0.6 | . | -8 | 85* | 8
O=C(c1cc2cc([N+](=O)[O-])ccc2oc1=O)N1CCOCC1 | . | 24 | 0.8 | 6 | 0.7 | 1 | 1 | -7 | 7
COc1ccc(CCN2C(=O)CS/C2=N\NC(=O)c2ccc(C(C)(C)C)cc2)cc1OC | 17 | 7 | 2.6 | 3 | 5.5 | 6 | -6 | 8 | 0
O=S1(=O)N=C(N2CCOCC2)c2ccccc21 | 5 | -5 | 0.8 | 10 | 1.1 | 17 | -1 | -4 | 18
CCOP(=O)(OCC)c1nc(-c2cccc3ccccc23)oc1NCCc1ccc(OC)cc1 | -12 | 56 | -0.5 | 6 | -3.3 | 5 | -8 | 60 | -4
COCCC1CCCCN1Cc1cn(-c2ccccc2)nc1-c1ccc2c(c1)OCO2 (centres undefined) | 12 | 8 | -0.3 | 4 | -0.3 | 4 | -1 | 27 | -31
C=CCNC(=O)NC(=S)c1ccccc1 | -12 | -45 | -0.2 | 3 | -0.2 | 9 | 1 | -21 | 5
Cc1cc(Cl)ccc1OCC(=O)N1CCN(c2ncccn2)CC1 | 6 | -57 | -0.2 | 5 | 1.0 | 4 | -2 | 18 | 13
Cn1c(=O)c2[nH]c(CNCc3ccccc3Cl)nc2n(C)c1=O | 24 | 14 | -0.1 | -8 | 0.5 | 10 | 4[fluorescence artefact?] | 25 | -2
CCOC(=O)C1=C(C(C)=O)C(c2cccnc2)C(C#N)=C(N)O1 (centres undefined) | 18 | -8 | 0.3 | -3 | 0.7 | 3 | 12 | -11 | -19
CCOC(=O)c1[nH]c2ccccc2c1NC(=S)Nc1cc(C)ccc1C | 8 | 34 | 0.2 | 4 | -0.1 | 12 | -9 | -16 | -19
COC(=O)c1cc(C(=O)Nc2nnc(CC(C)(C)C)s2)cc([N+](=O)[O-])c1 | 10 | -11 | 0.8 | -2 | 2.2 | 6 | 10[fluorescence artefact?] | 7 | -16
COc1cc(CC(=O)O)ccc1OCc1ccccc1 | 4 | -9 | 0.3 | . | 1.2 | 17 | -6 | 9 | -5
Cc1ccc(OCc2nnc(SCc3ccc(C#N)cc3)n2-c2ccc(C)cc2)cc1 | 10 | 27 | 0.2 | 13 | -1.2 | 8 | 10[fluorescence artefact?] | 55 | 9
COCCCNS(=O)(=O)c1ccc(OC)c(Cl)c1Cl | -9 | -13 | 0.9 | 6 | -0.9 | 4 | -3 | 4 | -13
CCOC(=O)c1c(C)[nH]c(C)c1C(=O)COC(=O)c1ccc(S(=O)(=O)N(CC)CC)cc1 | -9 | -53 | 1.5 | 0 | 2.3 | 6 | 9 | 36 | 3
Cc1c(C(C)C)c(=O)n(-c2ccc(S(=O)(=O)NC3CCCCC3)cc2)n1C | 25 | -15 | 2.6 | -6 | 8.8 | 1 | 0 | 49 | -8
O=C(c1ccc(N2CCCCC2)c([N+](=O)[O-])c1)N1CCOCC1 | -2 | -11 | 0.2 | -1 | -0.3 | 12 | 6 | 9 | -8
Cc1cc(Cl)c(S(=O)(=O)N2CCCC2)cc1OCC(=O)NC1CCCCC1 | -2 | -2 | 5.0 | -7 | 4.2 | 6 | 9 | 57 | 12
C=COCCNC(=O)Nc1ccc(Cl)c(Cl)c1 | 2 | 7 | 0.0 | 3 | 1.0 | 11 | 1 | 16 | 2
Cc1cc(C)n(CC(=O)N/N=C/c2c[nH]c3ccccc23)n1 | -6 | -32 | 0.2 | . | -1.2 | 9 | -8 | 2 | -4
CCCOc1cccc(C(=O)N(Cc2ccco2)C2CCS(=O)(=O)C2)c1 (centres undefined) | -5 | 10 | -1.0 | 4 | -1.5 | 0 | -4 | -7 | -14
COCCn1c(=S)[nH]c2cc(C(=O)N3CCc4ccccc4C3)ccc2c1=O | 11 | -14 | 0.6 | 10 | 0.8 | 5 | -4 | 18 | -30
CCn1cc(C(=O)O)c(=O)c2cc(F)c(N3CCN(S(=O)(=O)c4ccc5c(c4)OCCO5)CC3)cc21 | 11 | 1 | 0.7 | 16 | 1.7 | 5 | -10 | 53 | 3
Cc1ccc(NC(=O)CSc2nnc(C)c(=O)n2N)cc1 | 20 | 39 | 0.2 | 0 | 2.1 | 1 | -2 | -16 | 12
COC(=O)c1cn[nH]c1NC(=S)Nc1ccc(Cl)c(Cl)c1 | 17 | -17 | 0.2 | -6 | 0.2 | 11 | 8 | 97* | 22

Two of these compounds, reformatted.
Cc1c(C(C)C)c(=O)n(-c2ccc(S(=O)(=O)NC3CCCCC3)cc2)n1C
  PPC-1+TRAIL kill: 25 | EP2 mod: -15 | TRPML3 ag: 2.6 | NPY-Y1 antag: -6 | TRPN1 ag: 8.8 | PGE2 EP2 inh: 1 | 14-3-3 Bad inh: 0 | CHOP inhibitor: 49 | NPY1 pot ag: -8
COC(=O)c1cn[nH]c1NC(=S)Nc1ccc(Cl)c(Cl)c1
  PPC-1+TRAIL kill: 17 | EP2 mod: -17 | TRPML3 ag: 0.2 | NPY-Y1 antag: -6 | TRPN1 ag: 0.2 | PGE2 EP2 inh: 11 | 14-3-3 Bad inh: 8 | CHOP inhibitor: 97* | NPY1 pot ag: 22

From PubChem BioAssay
